# PLK1 PBD inh – inhibitors of human PLK1 polo-box domain binding. Plk1 PBD binding of FITC phosphopeptide, fluorescence polarization. 2.8% of 360,000 active. P53350. Potency, µM, for inactives: max response, negative = inhibition, hits mostly inhibitors; also: potency is read from the fitted curve at half-maximal effect; series mostly up to about 57 µM; % is scaled to controls: 0 for no effect and ±100 for the full control effect; nearly all actives have a fitted effect of over 65% in size
# Abeta rescue – A-beta toxicity reversal in yeast; yeast expressing A-beta42, growth rescue, OD600, 48 h; response scale: 0% DMSO, 100% iron-clioquinol control; AID 1347071; Potency, µM (doses to about 46.1 µM), inactives show top-dose growth rescue, actives largely listed as activators; 0.063% of 410,000 active; also: potency is read from the fitted curve at half-maximal effect; nearly all actives have a fitted effect of over 55% in size
#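 Yeast growth medium received pinned compounds, then yeast cells expressing toxic A-beta were added; plates incubated at 30 C for 48 hr. Growth read as absorbance at 600 nm, normalized to DMSO and equimolar FeCl3 plus clioquinol controls.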
# IL2 activator – activates IL-2 in a cell-based reporter assay | activation, % (series mostly up to about 46 µM) | 0.065% of 360,000 active | IL-2 activation reporter assay, cell-based qHTS; stimulated with anti-CD3/CD4/CD28 beads; in transgenic mouse T cells | AID 652025; in the data active = activation above about 50%; inconclusive = mostly about 30% to 49%; also: 0% is about no effect
#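 EGFP and DsRed fluorescence is measured by plate cytometry in unstimulated transgenic mouse T cells exposed to compound for 60 minutes, then stimulated 18 hours at 37 degrees C with anti-CD3/anti-CD4 beads plus anti-CD28.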
# EPAC1 ag – activates human EPAC1 exchange factor; Potency, µM (series often up to 154 µM), for the others: at the top dose activation, most hits filed as activators; 0.073% of 360,000 active; AID 720707; O95398; EPAC1 agonist qHTS, biochemical assay; response scale: 100% = response to 6.5 mM cAMP; also: potency is read from the fitted curve at half-maximal effect; nearly all actives have a fitted effect of over 60% in size
# Target sequence (O95398 whole entry, looked up): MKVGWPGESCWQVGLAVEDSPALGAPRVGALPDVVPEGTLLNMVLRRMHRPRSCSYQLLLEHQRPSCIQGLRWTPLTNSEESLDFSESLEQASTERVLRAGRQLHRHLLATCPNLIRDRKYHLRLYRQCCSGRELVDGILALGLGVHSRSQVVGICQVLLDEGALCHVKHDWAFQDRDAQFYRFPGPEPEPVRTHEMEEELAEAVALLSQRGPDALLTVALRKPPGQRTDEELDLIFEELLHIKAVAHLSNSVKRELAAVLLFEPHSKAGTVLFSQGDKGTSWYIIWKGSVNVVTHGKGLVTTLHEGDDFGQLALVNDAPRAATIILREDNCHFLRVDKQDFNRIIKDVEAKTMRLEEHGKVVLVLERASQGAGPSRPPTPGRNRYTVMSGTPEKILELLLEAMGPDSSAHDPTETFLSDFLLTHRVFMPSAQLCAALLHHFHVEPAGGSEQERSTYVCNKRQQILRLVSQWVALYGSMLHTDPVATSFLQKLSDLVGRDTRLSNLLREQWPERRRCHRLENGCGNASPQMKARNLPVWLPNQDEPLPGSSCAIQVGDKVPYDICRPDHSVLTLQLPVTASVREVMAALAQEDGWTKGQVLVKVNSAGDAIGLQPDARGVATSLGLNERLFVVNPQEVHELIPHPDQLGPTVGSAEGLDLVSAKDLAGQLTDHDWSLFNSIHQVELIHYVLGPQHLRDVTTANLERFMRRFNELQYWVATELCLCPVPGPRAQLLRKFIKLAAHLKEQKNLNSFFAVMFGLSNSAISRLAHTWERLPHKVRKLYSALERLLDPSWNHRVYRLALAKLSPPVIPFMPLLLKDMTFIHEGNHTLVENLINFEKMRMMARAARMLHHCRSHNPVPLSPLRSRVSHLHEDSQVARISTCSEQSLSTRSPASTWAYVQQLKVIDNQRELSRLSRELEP
#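 Nucleotide exchange assay: 100 nM EPAC1 with 250 nM Rap1B loaded with BODIPY-GDP and 50 uM GDP, room temperature. Fluorescence (480/540 nm) read every 5 min for 30 min; signal change normalized to 6.5 mM cAMP as full agonist.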
# FUS suppressor – FUS proteinopathy suppression in yeast; Potency, µM (top dose mostly 76.6 µM), inactives show top-dose growth rescue (activation), most hits filed as activators; 0.24% of 390,000 active; S. cerevisiae FUS-expressing, growth rescue, OD600, 24 h;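 also: potency is read from the fitted curve at half-maximal effect; plate controls were DMSO vehicle for no effect and reference control for full effect; nearly all actives have a fitted effect of over 55% in size; some results filed as inactive show a strong effect at the top dose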
#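 Restored growth of FUS-toxic S. cerevisiae, read as 600 nm absorbance after 24 h at 30C in galactose medium (starting OD 0.005). Controls CP55940 and DMSO.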
# EPAC1 antag – EPAC1 (human) antagonism; AID 720709; Potency, µM (series often up to 115 µM), for inactives: at the top dose activity change, negative = inhibition, hits mostly inhibitors; EPAC1 GEF assay, Rap1b-BODIPY-GDP exchange fluorescence; 0.14% of 360,000 active;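 also: potency is read from the fitted curve at half-maximal effect; plate controls were vehicle for no effect and positive control for full effect; nearly all actives have a fitted effect of over 50% in size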
# PI5P4Ka inh – inhibitors of human PI5P4K alpha. P48426. PI5P4Kalpha enzyme, ADP-Glo luminescence, 60 min; hits give low values. max response, %. AID 652105. 1.2% of 330,000 active; active = max response of -50% or lower; inconclusive = between -30% and -50%; inactive = -30% or higher; also: value at the top dose of about 77 µM; % is scaled to controls: 0 for no effect and ±100 for the full control effect
#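 Human PI5P4Kalpha with substrate in 0.038 M HEPES pH 7.4, 0.28 mM EGTA, 0.1% CHAPS, 5% DMSO; reaction started with 5 microM ATP (final), 60 min at room temperature. ADP formed read by ADP-Glo luminescence.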
# WRN inhibitor – WRN helicase (human) inhibition. WRN helicase unwinding, fluorescent forked duplex, kinetic. Potency, µM (highest dose often 114 µM), for the others: at the top dose activity change, negative = inhibition, hits mostly inhibitors. 0.46% of 360,000 active. AID 651768; also: potency is read from the fitted curve at half-maximal effect; % is scaled to controls: 0 for no effect and ±100 for the full control effect; nearly all actives have a fitted effect of over 55% in size
#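 Kinetic red-fluorescence monitoring (525/598 nm) tracks WRN helicase activity after 100 nM fluorophore-quencher forked duplex and 2 mM ATP are added to 20 nM enzyme pretreated 15 min at room temperature with compound.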
# * marks the source's active call; other numbers are inactive results; ? = inconclusive; . = not tested or not shown; & = joins results of further samples; [ ] = another dose, or the depositor's remark. Unless noted, calls follow the shape of the dose curve; as a rule, active = well fitted curve in the direction sought with a large enough effect; inconclusive = small, poorly fitted or top-dose-only effect, or another doubt; inactive = no such curve, though single readings can be large; an effect the other way counts as inactive or inconclusive.
# Below each compound: PLK1 PBD inh	Abeta rescue	IL2 activator	EPAC1 ag	FUS suppressor	EPAC1 antag	PI5P4Ka inh	WRN inhibitor
- Cc1c(C(=O)N2CCCCCC2)c(S(=O)(=O)Nc2ccccc2F)c(C)n1C
    -11%	-3%	-3.0	-7%	12%	20%	-2	2%
- COC(=O)c1cc(C)ccc1/C=C1/Cc2c(C)cc(C)cc2C1=O
    3%	11%	-4.4	2%	.	11%	-1	3%
- CN(CC1CCCO1)S(=O)(=O)c1ccc(C(=O)Nc2nc(-c3ccccn3)cs2)cc1 (centres undefined)
    -13%	3%	-2.9	2%	42%	2%	0	-2%
- O=C(NCc1ccncc1)[C@@H]1CCCN1C(=O)[C@H]1CCCN1C(=O)c1c(F)cccc1F
    -12%	-3%	-0.6	13%	-18%	-11%	-6	4%
- CCCCCCCc1ccc(C2NC(=S)NC3=C2C(=O)c2ccccc23)cc1 (centres undefined)
    21µM*	11%	-3.4	5%	-1%	9%	-28	1%
- COC(=O)c1c(NC(=O)Cc2ccc(OC)c(S(=O)(=O)N3CCOCC3)c2)sc(C)c1C
    -11%	11%	-3.3	4%	34%	3%	-7	-13%
- COc1cc(OC)c(S(=O)(=O)N2CCN(C(=O)c3ccccc3F)CC2)cc1NC(C)=O
    -8%	-7%	1.1	8%	-6%	1%	2	-15%
- O=C(COc1ccc([N+](=O)[O-])cc1)NNC(=S)NC(=O)c1ccc(Br)cc1
    13µM*	13%	0.6	8%	14%	-18%	?	-16%
- CCCn1c(=O)c(C(=O)NCCc2ccc(OC)cc2)c(O)c2ccccc21
    -4%	-18%	0.4	12%	2%	-18%	10	-9%
- COc1cc(CN2CCC(C(N)=O)CC2)ccc1OCc1ccccc1
    -14%	9%	2.4	-2%	-1%	-9%	0	-27%
- CC1CC(C)CN(CCCNC(=O)C2CCN(c3nnc(-n4cccc4)s3)CC2)C1 (centres undefined)
    -3%	-3%	-0.2	-8%	17%	18%	-5	2%
- CC1CCC(C(C)C)C2=C1C(C#N)(C#N)C(C#N)(C#N)C(c1ccccc1)N2 (centres undefined)
    ?	-11%	0.1	-2%	6%	2%	-9	-14%
- COc1ccc(C2c3[nH]c4ccccc4c3CCN2C(=O)c2cn3ccccc3n2)c(F)c1 (centres undefined)
    -13%	12%	-0.2	14%	?	-14%	-3	2%
- COc1ccc(NC(=O)COC(=O)Cn2cnc3ccccc3c2=O)c(OC)c1
    -3%	-7%	-0.7	-7%	-3%	-18%	-1	-7%
- CCOc1ccc(-n2c(SC)nc3c(c2=O)SCC3)cc1
    -10%	-1%	-1.4	16%	22%	7%	.	5%
- COc1cccc(-n2cc(C(=O)NC(C)C)c3ccccc3c2=O)c1
    -1%	-8%	-3.2	3%	10%	-5%	10	3%
- CC1(C)CC(=O)C=C(Nc2cccc(C(F)(F)F)c2)C1
    -2%	0%	0.2	1%	-19%	0%	2	7%
- Cc1ccc(C)c(NC2=NS(=O)(=O)c3ccccc32)c1
    -12%	0%	-1.0	7%	7%	15%	.	1%
- O=c1cc(CN2CCN(CCO)CC2)c2cc3c(cc2o1)CCC3
    2%	14%	0.1	3%	22%	9%	.	10%
- COc1ccc(CN(C(=O)c2snc(C(N)=O)c2N)C(C(=O)NC(C)(C)C)c2ccco2)cc1 (centres undefined)
    -5%	2%	-0.7	4%	36%	13%	.	5%

# Copied from the list:
# COc1ccc(NC(=O)COC(=O)Cn2cnc3ccccc3c2=O)c(OC)c1 – PI5P4Ka inh: -1
# COc1ccc(C2c3[nH]c4ccccc4c3CCN2C(=O)c2cn3ccccc3n2)c(F)c1 (centres undefined) – Abeta rescue: 12%

# Next results
# Below each compound: PLK1 PBD inh	Abeta rescue	IL2 activator	EPAC1 ag	FUS suppressor	EPAC1 antag	PI5P4Ka inh	WRN inhibitor
- COc1ccccc1CCNC(=O)c1ccc(Br)s1
    -9%	-5%	0.9	9%	6%	-16%	-1	-13%
- COCCOC(=O)/C(=C/c1ccc(OC(=O)c2ccccc2)cc1)C(C)=O
    21µM*	-93%[inhibitor]	-0.3	-8%	.	-1%	0	-30%
- Cc1ccc(C2(O)CN(c3ccccc3)C3=[N+]2CCS3)cc1 (centres undefined)
    2%	19%	-0.7	7%	24%	?	7	-17%[57.1 µM]
- COc1ccc(S(=O)(=O)Oc2c(OC)cc(C(=S)N3CCOCC3)cc2OC)cc1
    27µM*	6%	-2.1	3%	11%	-12%	-5	-2%
- COc1ccccc1N1CCN(Cc2nc3ccccc3c(=O)n2CC(C)=O)CC1
    1%	9%	0.9	5%	-11%	6%	-2	-5%
- CSCCC(NC(=O)c1ccco1)C(=O)NC1CCCCCC1 (centres undefined)
    -6%	10%	-5.3	-7%	1%	-9%	-2	2%
- CCCCNC(=O)C1(C)CCN1C(=O)CSc1ccccc1 (centres undefined)
    -10%	-14%	-0.5	0%	-2%	6%	-2	3%
- CS(=O)(=O)c1ccc2nc(NC(=O)c3ccco3)sc2c1
    -3%	-12%	-1.4	-6%	-9%	-9%	-26	-5%
- Cc1cccc(NC(=O)CCCN2C(=O)C(c3ccccc3)Oc3cccnc32)c1C (centres undefined)
    -10%	4%	-3.4	0%	-4%	-2%	2	4%
- COc1ccccc1C(=O)Nc1ccc2c(c1)CCCN2C(=O)c1cccs1
    -22%	-41%[inhibitor]	-6.3	1%	45%	?	1	4%
- COc1ccc(N2CCN(C(=O)c3cn(C)c4ccc(S(=O)(=O)N5CCOCC5)cc4c3=O)CC2)cc1
    4%	-14%&5%	1.6	-9%	-1%&30%	-4%	-1	1%
- Cc1c(NC(=O)CN2CCN(c3cccc(Cl)c3)CC2)c(=O)n(-c2ccccc2)n1C
    -21%	-7%	-2.0	-2%	25%	12%	-2	-9%
- Cc1cc(C(=O)NCCCn2ccnc2)cs1
    -11%	-5%	-1.5	-2%	-8%	-3%	.	-3%
- CC1(c2ccc3ccccc3c2)NC(=O)N(CC(=O)NCC(C)(C)N2CCOCC2)C1=O (centres undefined)
    5%	-3%	-0.9	0%	-4%	-6%	2	-2%
- CC(C)Cc1nnc(NC(=O)CCNC(=O)c2ccco2)s1
    -4%	-13%	-1.0	2%	-6%	-1%	4	-29%
- COc1ccc(-c2csc(N3CCN(C(=O)c4ccco4)CC3)n2)cc1
    -3%	-1%	-3.5	7%	24%	-6%	-4	0%
- CC(C)CNC(=O)/C=C/c1cccs1
    0%	5%	-0.2	-9%	.	14%	-5	3%
- S=c1[nH]ccn1-c1ccccc1Cl
    -7%	4%	-2.9	7%	35%	-7%	-5	3%
- CC1Cc2ccccc2N1S(=O)(=O)c1cccc(C(=O)NCc2ccncc2)c1 (centres undefined)
    -11%	1%	-5.7	-5%	.	6%	4	-11%
- Cc1ccc(N(C)C2=NC(=O)CS2)cc1Cl
    -14%	0%	-0.2	1%	9%	-14%	-4	-15%
- Cc1ccc(C(=O)N2c3ccccc3CC2C)o1 (centres undefined)
    -16%	-4%	1.2	1%	22%	16%	-9	-9%
- N#Cc1nc(Nc2cccc(Cl)c2)c2ncn(C3CCCC3)c2n1
    .	-2%	0.1	-2%	-3%	-8%	.	.
- COC(=O)c1c(C(=O)OC)c(-c2ccc(Cl)cc2)n2c1CS(=O)(=O)C2
    4.2µM*	-15%	-0.5	-3%	3%	-21%	-23	-10%[57.1 µM]
- Cc1csc2c(=O)n(CCO)c(=O)[nH]c12
    -1%	8%	0.4	3%	-12%	15%	1	6%
- COc1ccc(CN(Cc2ccc(C(=O)O)cc2)C(=S)Nc2ccccc2F)cc1OC
    -12%	6%	-5.5	-9%	16%	12%	-4	8%
- Cc1ccc(-n2[nH]c(C)c(C=Nc3cc(C)ccn3)c2=O)cc1
    -14%	-35%[inhibitor]	0.9	7%	20%	-2%	0	7%
- COc1ccc(-c2c(C)nn(-c3ccccc3)c2NC(C)=O)cc1OC
    3%	-16%	-0.5	11%	-11%	18%	0	-1%
- Cc1ccc(OC2CCN(C(=O)C3CCC(=O)N(C4CC4)C3)CC2)cc1 (centres undefined)
    3%	5%	-0.5	9%	.	-7%	0	-14%
- Cc1noc(C)c1NC(=O)N(C)C[C@H]1OCc2cn(nn2)CCCC(=O)N([C@@H](C)CO)C[C@@H]1C
    -23%	8%	0.9	6%	-22%	-23%	0	1%
- COC(=O)c1cccc(OCC(O)Cn2ccnc2)c1 (centres undefined)
    -10%	-7%	0.1	7%	-14%	-4%	-1	5%
- Cc1ccc(C(c2cc(Cl)c3cccnc3c2O)N2CCN(C)CC2)cc1 (centres undefined)
    1.5µM*	-65%[inhibitor]	-1.4	5%	29%	?	-89*	?
- CN1CCN(C(=O)c2cccn(Cc3cccc(Cl)c3)c2=O)CC1
    -2%	-6%	-3.0	13%	-14%	6%	3	4%
- COc1ccc(Cl)cc1S(=O)(=O)N1CCCC(C(=O)N2CCOCC2)C1 (centres undefined)
    -11%	-6%	6.4	-11%	16%	-6%	2	0%
- COc1cc(C(=O)Nc2ccc(S(=O)(=O)Nc3cc(C)nc(C)n3)cc2)cc(OC)c1OC
    -8%	-13%	-7.2	-5%	-14%	-28%	3	2%
- CS(=O)(=O)c1nc(-c2ccc(F)cc2)cc(C(F)(F)F)n1
    24µM*	-16%	-3.8	-12%	-15%	?	-3	-8%
- O=C(COc1ccccc1)Nc1ccc2c(c1)nc1n2CCOC1
    -2%	-7%	-2.2	0%	29%	17%	.	-22%
- Cc1cc(NC2CCCC2)n2ncc(-c3ccccc3)c2n1
    1%	9%	-0.2	9%	10%	-6%	1	-3%
- COc1ccc(NC(=O)C(C)N=C2NS(=O)(=O)c3ccccc32)cc1S(N)(=O)=O (centres undefined)
    2%	-7%	1.3	-7%	-3%	-12%	2	1%
- O=C(O)c1cc2nc(-c3ccccc3)cc(-c3ccccc3)n2n1
    -26%	-10%	5.0	4%	6%	4%	-3	-11%
- O=C(c1ccccc1)c1sc(N2CCCCCC2)nc1-c1ccccc1
    -12%	8%	-3.8	12%	7%	-13%	2	-40%[57.1 µM]
- CN(C)C(CNC(=O)c1ccc(NC(=O)c2cccs2)cc1)c1ccccc1 (centres undefined)
    -1%	-2%	0.5	1%	23%	12%	-7	12%
- CCC(CC)c1nc(C#N)c(NC(C)c2ccccc2)o1 (centres undefined)
    5%	-6%	0.6	-2%	.	0%	19	-16%
- CC(C)Cc1nnc(NC(=O)CCC(=O)N2CCOCC2)s1
    -7%	-22%	-1.8	10%	1%	3%	.	-6%[57.1 µM]
- c1ccc2[nH]c(CN3CCCCCC3)nc2c1
    -5%	12%	-1.0	-8%	27%	10%	.	0%

# High-throughput results (PubChem)
